Source: PubChem BioAssay (The Scripps Research Institute Molecular Screening Center)
GalR3 antagonist – blocks the human galanin receptor 3 | O60755 | HEK293 GalR3-CNG cAMP membrane potential fluorescence; galR3 body fused to GalR1 C-terminus | inhibition, % at 3 µM | hit rate 0.44% among 360,000;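 active = inhibition above the screen-wide average plus 3 SD, cut at about 13% in these data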;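 note: forskolin and galanin both at EC90 stimulate the cells; cAMP rise reported by CNG channel membrane potential dye signal; 0% = forskolin plus galanin with DMSO and 100% = forskolin alone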
Target sequence (O60755 1-299 limits assumed): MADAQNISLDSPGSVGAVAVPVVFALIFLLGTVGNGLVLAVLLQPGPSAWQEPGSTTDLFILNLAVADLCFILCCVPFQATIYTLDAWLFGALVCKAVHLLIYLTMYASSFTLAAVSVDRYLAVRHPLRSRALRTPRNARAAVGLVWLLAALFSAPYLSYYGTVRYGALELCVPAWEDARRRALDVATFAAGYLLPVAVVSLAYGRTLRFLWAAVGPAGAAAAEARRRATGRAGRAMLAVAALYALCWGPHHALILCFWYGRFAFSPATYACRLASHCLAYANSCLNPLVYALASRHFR
Numbers without * were called inactive. Only part of the results is shown. The share of hits here may be higher or lower than overall.

GalR3 antagonist	Compound
-10.7	COc1ccc(C=O)c(-c2c(-c3ccccc3OC)sc3ccccc23)c1
-7.1	CC(C)(C)NC(=O)C(c1ccc(-c2ccccc2)cc1)n1c(=O)c(-c2cc3ccccc3[nH]2)nc2ccccc21 (configuration not stated)
-4.6	Cc1ccc2cc(NC(=O)C3(C)CCN3C(C)C)ccc2n1 (configuration not stated)
-7.7	COc1cccc(C(C)(O)c2nc(-c3cccc(NC(C)=O)c3)cs2)c1 (configuration not stated)
-6.1	CCOC(=O)[C@]12CCCC=C1N(Cc1ccc(Cl)cc1Cl)C(=O)[C@H](CC(=O)NCCCCc1ccccc1)C2
-8.1	CCCCn1nnnc1C(c1ccccc1)N1CCN(c2cccc(C)c2C)CC1 (configuration not stated)
-6.3	CCOc1cc(OCC)cc(C(=O)N2CCC[C@H]2C(=O)N2CCC[C@H]2C(=O)NCc2ccncc2)c1
-6.5	CCOC(=O)C[C@@H]1OC[C@H](C)N1S(=O)(=O)c1ccc(C)cc1
-9.3	C=CCN=C1NC(c2ccc(Cl)cc2)C(C(=O)OC)=C(C)N1Cc1cccc(C(F)(F)F)c1 (configuration not stated)
0.4	COc1cccc(C(c2nnnn2C(C)(C)C)N2CCN(C/C=C/c3ccccc3)CC2)c1OC (configuration not stated)
4.6	CCCNC(=O)Nc1ccc2c(c1)OC[C@H](C)N(C(=O)C1CCCCC1)C[C@@H](C)[C@H](OC)CN(C)C2=O
-4.9	COc1ccc(Cl)cc1-c1cc(C(=O)NCc2ccco2)[nH]n1
-3.8	CC(C)C[C@@H](CN1CCC[C@H]1CN1C(=O)C(=O)NC[C@@H]1Cc1ccccc1)N1C[C@H](Cc2ccccc2)N(CC2CCCCC2)C(=O)C1=O
1.7	CC(=O)C1=C(C)N(Cc2ccc(Cl)cc2)C(=S)NC1c1cccc(Br)c1 (configuration not stated)
-1.1	Oc1ccc(Cl)c(CN2CCN(c3ncc(Cc4ccccc4)cn3)CC2)c1
-3.2	O=S1(=O)C[C@H](N2CCN(CC3CC3)CC2)[C@@H](COCc2ccccc2)N1
-5.0	O=C1NC[C@@H](CCCCN2C[C@H](Cc3ccc(O)cc3)N(CCc3ccccc3)C(=O)C2=O)N(CCc2ccc(O)cc2)C1=O
-5.2	CCCCCNC(=O)C(c1ccncc1)n1c(=O)c(-c2ccco2)nc2ccccc21 (configuration not stated)
-1.9	COC(=O)C1=C(C)N(C)C(=NCc2ccccc2C(F)(F)F)NC1CCc1ccccc1 (configuration not stated)
-0.5	O=c1[nH]c(=S)[nH]c2c1C(c1ccc(F)cc1)OC(CCC(F)(F)F)C2 (configuration not stated)
-4.8	CC(O)(c1ccc(F)c(F)c1)c1nc(-c2cnc3ccccc3c2)cs1 (configuration not stated)
-7.0	O=C(NCc1cccnc1)c1ccc2sc([C@@H]3O[C@H](CO)[C@H](O)[C@H](O)[C@H]3O)nc2c1
-6.8	Cc1nc(NC(=O)C(C)(C)C)sc1C(=O)Cn1cc(-c2ccc(C(C)(C)C)cc2)nn1
-8.3	CCCCOCCCNC(=O)C[C@@H]1C[C@@]2(C(=O)OC)CC(C)(C)CC=C2N(Cc2ccc3c(c2)OCO3)C1=O
-1.7	COC(=O)N1CCCCC1c1cc(C(=O)NCc2cccnc2)no1 (configuration not stated)
-3.7	CC(C)NC(=O)C1(C)CN(S(C)(=O)=O)CC(=O)N1CCc1ccc(O)cc1 (configuration not stated)
-3.9	CCOC(=O)C1=CCC(c2ccccc2)N(S(C)(=O)=O)C1 (configuration not stated)
-4.3	CCN(C)C1CN(Cc2cn(Cc3ccc(Cl)cc3)nn2)S(=O)(=O)C1 (configuration not stated)
-2.1	Cc1cc(C)c(CN2CCN(C(=O)CC[C@H]3O[C@@H](n4ccc(=O)[nH]c4=O)[C@H](O)[C@@H]3O)CC2)c(C)c1
-5.1	CC(C)NC(=O)C1(C)CCN1Cc1ccc(-c2ccccc2)cc1 (configuration not stated)

(cont.)
GalR3 antagonist	Compound
-5.0	CC1(C(=O)NS(=O)(=O)c2ccccc2)CCN1C(=O)CC1CCCCC1 (configuration not stated)
-5.9	Cc1ccc(F)c(S(=O)(=O)NC(=O)C2(C)CCN2C(=O)c2cccc3ccccc23)c1 (configuration not stated)
-6.9	COc1cccc(C(O)c2nc(-c3ccc(N(C)C)cc3)cs2)c1 (configuration not stated)
-5.2	Cn1c(=O)c2cc(NC(=S)NC3CCCCC3)ccc2n1-c1ccccc1
-3.1	CCCNC(=O)c1cc(C2CCCCN2S(=O)(=O)c2ccc(C#N)cc2)on1 (configuration not stated)
-8.3	CC12CCC3c4ccc(OCCCO)c([N+](=O)[O-])c4CCC3C1CCC2=O (configuration not stated)
-8.3	COc1ccc(CN2C[C@@]3(O)CC[C@@H](O)[C@@H](OC)[C@@H]3[C@@]2(C)[C@H](O)CC=C(C)C)cc1
-5.2	Cc1ccc(-c2cnc(C(O)c3ccc(Cl)cc3C)[nH]2)cc1 (configuration not stated)
-2.9	O=C(Nc1ccc2c(c1)OCCO2)c1[nH]c(C(F)(F)F)nc1-c1ccccc1
-0.2	S=C(NC1CCCCC1)N1CCC(C2C=NC=N2)CC1 (configuration not stated)
-4.2	OC[C@H]1O[C@H](c2nc(-c3nc(-c4cccc(-n5cccc5)c4)no3)cs2)C[C@@H]1O
-6.5	COC(=O)C[C@H]1CC[C@@H](NC(=O)c2ccncc2)[C@@H](CO)O1
-7.0	Cc1cccc(C)c1N1C(=O)c2ccccc2NC(=O)C1C(=O)Nc1ccc2c(c1)OCCO2 (configuration not stated)
-6.1	CCC(=O)N1CCCC(C(=O)NS(=O)(=O)c2cc(C)c(Cl)cc2C)CC1 (configuration not stated)
-8.3	O=C(Nc1ccccc1)Nc1nnc([C@@H]2C[C@H](O)[C@@H](CO)O2)s1
-5.8	CC1(C(=O)NS(=O)(=O)c2cccc(OC(F)F)c2)CCN1C(=O)Cc1ccsc1 (configuration not stated)
-5.3	CCOC(=O)N1CCN(C(=O)C[C@@H]2C[C@@]3(C(=O)OC)CC(C)(C)CC=C3N(CCc3ccc(OC)c(OC)c3)C2=O)CC1
-7.1	CCCS(=O)(=O)NC(=O)C1(C)CCCN(C(=O)c2ccc3ccccc3n2)C1 (configuration not stated)
-5.4	CC1(C(=O)NCc2ccccc2)CN(S(C)(=O)=O)CC(=O)N1C1CCN(Cc2ccccc2)CC1 (configuration not stated)
-5.4	CC(=O)c1ccc(OCc2nnn(CC(=O)NS(=O)(=O)Cc3ccccc3)c2-c2ccccc2)cc1
-1.0	O=C(NCc1ccccc1)[C@H]1CCCN1C(=O)[C@H]1CCCN1C(=O)c1cc(F)cc(F)c1
-5.9	COc1cccc(CC(=O)N2CCN(C(=O)C(=O)c3ccc(OC)c(OC)c3)CC2)c1
-3.2	Cc1ccc(CN2C(=O)c3ccccc3C2c2nnnn2-c2c(C)cccc2C)cc1 (configuration not stated)
-7.1	CCNC(=O)C1(C)CCCN(Cc2csc(-c3ccc(Cl)cc3)n2)C1 (configuration not stated)
-8.6	COC(=O)c1ccc2nc(-c3ccc(F)cc3)c(Cc3cccc(Cl)c3)n2c1
2.5	OCc1ccccc1-c1cnc2cccnn12
-5.9	O=C(NCc1ccccc1)C1C(c2ccc3c(c2)OCO3)=Nc2ccccc2N1C(=O)c1cccc(C(F)(F)F)c1 (configuration not stated)
-8.4	CCCCC#Cc1ccccc1COC[B-](F)(F)F
-3.8	COc1ccc(C(C)(NC(C)=O)c2nc(-c3cccnc3)cs2)cc1 (configuration not stated)
-3.5	CC(=O)Nc1cc(-c2ccc(N3CCN(C)CC3)cc2)cn2c(-c3ccc(S(C)(=O)=O)cc3)cnc12

Quoted at random: 2 compounds from above
GalR3 antagonist	Compound
-6.5	COC(=O)C[C@H]1CC[C@@H](NC(=O)c2ccncc2)[C@@H](CO)O1
-7.1	CCNC(=O)C1(C)CCCN(Cc2csc(-c3ccc(Cl)cc3)n2)C1 (configuration not stated)

The results go on.
GalR3 antagonist	Compound
1.1	CCCCN(CCCC)Cc1cc(=O)oc2cc(OC)ccc12
-5.6	Oc1cccc2cc(-c3ccncc3)cnc12
-6.1	COC(=O)[C@@]1(Cc2ccc(F)cc2)[C@H]2c3cc(C(=O)N(C)C)n(CCCNc4ncc(C(F)(F)F)cc4Cl)c3C[C@H]2CN1C(=O)c1ccccc1
-7.8	C[C@H](O)[C@@H]1CN2CCc3c([nH]c4ccccc34)[C@@H]2C[C@@H]1N(C)C(=O)Nc1cccc2ccccc12
-6.2	C#CCNC(=O)C[C@@H]1C[C@@]2(C(=O)OCC)CCCC=C2N(Cc2ccc(Cl)cc2Cl)C1=O
-4.6	CC(O)(c1cccc(F)c1)c1nc(-c2cc3ccccc3o2)cs1 (configuration not stated)
-0.7	Nc1nc(N)c(N=O)c(Nc2ccc(Cl)c(Cl)c2)n1
-1.8	COc1ccc2c(CN3CCOCC3)cc(=O)oc2c1
-3.9	O=c1ccn(C2CC(O)C(COC(c3ccccc3)(c3ccccc3)c3ccccc3)O2)c(=O)[nH]1 (configuration not stated)
-4.2	N#Cc1ccc(S(=O)(=O)N2CCCc3nc(-c4ccc(Br)cc4)ccc32)cc1
-8.2	O=C(Nc1ccc2c(c1)OCCO2)C(C1CC1)N1CCN(c2ccc(C(F)(F)F)cn2)CC1 (configuration not stated)
-5.5	COC(=O)Cc1nnn2c1[C@H](C)[C@H](c1ccccc1Br)OC[C@H](C)C2
-3.5	COc1ccc(Cc2c(-c3ccc(F)cc3)nc3ccc(Cl)cn23)c(C)c1
-3.5	Oc1ccc(C[C@@H](CN2CCC[C@@H]2CN2C(=S)NC[C@@H]2Cc2ccccc2)N2C[C@H](Cc3ccccc3)N(CCc3ccccc3)C2=S)cc1
2.4	COc1cccc(-c2cc3nc(NCc4cccnc4)n(C)c(=O)c3s2)c1
-7.6	O=C(NC1CCCC1)C(c1ccccc1)n1c(CSCCOc2ccccc2)nc2ccccc21 (configuration not stated)
-3.5	CCCCNC(=O)c1ccc2nc(CC)c(N(CC)CCN(C)C)n2c1
-6.0	COc1cc2c(cc1OC)/C(=C/C(C)=O)OC2
-2.5	Clc1ccc2nc(-c3cccc(Br)c3)c(Cc3ccsc3)n2c1
-7.1	COc1cc(CN2C[C@@H](CO)O[C@@H](n3cnc4c(N5CCCC5)ncnc43)C2)cc(OC)c1OC
-7.5	Cc1cccc(C)c1NC(=O)C1(C)CN(S(C)(=O)=O)CC(=O)N1CCCn1ccnc1 (configuration not stated)
-2.3	CC(C)[C@H](N)C(=O)N[C@H](C(=O)N1CCC2CCN(Cc3ccccc3)CC21)C(C)C (some centres not stated)
-1.2	CCN=C1NC(c2ccc(C(F)(F)F)cc2)C(C(=O)OC)=C(C)N1Cc1ccccc1C(F)(F)F (configuration not stated)
-4.9	O=C(C(=O)N1CCN(C(=O)C2CCC2)CC1)c1cccc(C(F)(F)F)c1
-5.1	COC(=O)[C@]12C[C@H](CC(=O)NCC34CC5CC(CC(C5)C3)C4)C(=O)N(CCC3=CCCCC3)C1=C[C@H](COCc1ccccc1)O[C@@H]2C
-6.0	Cc1cccc(C)c1-n1nnnc1C1c2ccccc2C(=O)N1CCc1ccccc1F (configuration not stated)
-6.9	COc1ccc(-c2ccc(C(=O)Nc3ccc4c(c3)OCO4)c3occc23)c(C)c1
-9.0	COc1cccc(CNc2nc3cc(-c4ccccc4)sc3c(=O)n2C)c1
-5.6	O=Nc1ccccn1
-6.3	COCc1cc(N2CCN(C(=O)OC(C)(C)C)C[C@H]2C)ccc1N1C[C@@H](C)O[C@@H](C)C1

Following part.
GalR3 antagonist	Compound
-3.4	OC[C@@H]1CN(CCc2ccccc2)C[C@H](n2cnc3c(N4CCOCC4)ncnc32)O1
-2.0	COC(=O)[C@]12C[C@H](CC(=O)NCC3CCCCC3)C(=O)N(CCC3=CCCCC3)C1=C[C@H](C(C)(C)C)O[C@@H]2C
-3.7	CCc1nc2ccc(C(=O)NCCC(C)C)cn2c1N(CC)CCOC
-3.2	OC[C@@H]1CN(Cc2ccccc2)C[C@H](n2ccc3c(N4CCCC4)ncnc32)O1
-3.8	COc1ccc(-c2oc3c(c2C(=O)OCCO)C(OCCO)CCC3)cc1 (configuration not stated)
-7.2	NC(=O)c1c(N)[nH]c(C(=O)c2ccccc2)c1-c1ccccc1Cl
-8.2	Cc1cccc(C)c1N1C(=O)c2ccccc2NC(=O)C1C(=O)NCC(C)C (configuration not stated)
-5.2	CC(C)C[C@H]1COc2cccc(N3CCOCC3)c2S(=O)(=O)N1
-8.0	Cc1ccccc1C(=O)N[C@H](C(=O)N1CCC[C@H]1C(=O)NCc1ccccc1)c1ccccc1
-4.7	CCOC(=O)C1CCCN(C(=O)c2cccnc2Oc2ccccc2)CC1 (configuration not stated)
-4.0	COc1ccccc1CN1Cc2ccccc2Oc2ccccc2S1(=O)=O
-5.9	CCc1nc2ccc(C(=O)NC3CCN(Cc4ccccc4)CC3)cn2c1N(CC)CCOC

Sorted by heavy-atom count (ascending): some entries from above
GalR3 antagonist	Compound
-4.7	CCOC(=O)C1CCCN(C(=O)c2cccnc2Oc2ccccc2)CC1 (configuration not stated)
-3.2	OC[C@@H]1CN(Cc2ccccc2)C[C@H](n2ccc3c(N4CCCC4)ncnc32)O1
-5.9	CCc1nc2ccc(C(=O)NC3CCN(Cc4ccccc4)CC3)cn2c1N(CC)CCOC

Four of the compounds above, field by field:
CCc1nc2ccc(C(=O)NC3CCN(Cc4ccccc4)CC3)cn2c1N(CC)CCOC
- GalR3 antagonist: -5.9

CCc1nc2ccc(C(=O)NCCC(C)C)cn2c1N(CC)CCOC
- GalR3 antagonist: -3.7

OC[C@@H]1CN(CCc2ccccc2)C[C@H](n2cnc3c(N4CCOCC4)ncnc32)O1
- GalR3 antagonist: -3.4

Cc1ccccc1C(=O)N[C@H](C(=O)N1CCC[C@H]1C(=O)NCc1ccccc1)c1ccccc1
- GalR3 antagonist: -8.0
